hIAP activ: human IAP activators, primary screen, biochemical, luminescence, uHTS. purified human IAP, CDP-Star luminescence, 30 min; stronger effect = higher value; 1 = vehicle-only enzyme, 0 = enzyme-free background. 330,000 compounds, 0.16% hits. activation factor at 10 µM. Intestinal-type alkaline phosphatase (Homo sapiens), P09923;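 active = activation factor of the enzyme at least 2-fold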; also: the source names both 10 and 20 µM as test concentration; values of inactives mirror those of a sister screen read the other way
mIAP activ: activators of mouse IAP, primary screen, biochemical, luminescence, uHTS; intestinal alkaline phosphatase [Mus musculus]; muIAP, CDP-Star luminescence, 30 min; stronger effect = higher value; 1 = vehicle-only enzyme signal, 0 = enzyme-free wells; activation factor at 10 µM; 330,000 compounds, 0.24% hits; AID 2805, 2010;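 active = activation factor of at least 2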; also: the source names both 10 and 20 µM as test concentration; values of inactives mirror those of a sister screen read the other way
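Assay system: mouse IAP enzyme / Compound: DMSO-dissolved test compounds / Timing: 30 min, room temperature / Measured by: luminescence from enzymatic CDP-Star hydrolysis / Control set: DMSO-only wells, enzyme-free buffer wells as negative control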
PfGluPho inh: PfG6PD enzyme inhibitors, primary screen, biochemical, fluorescence intensity, uHTS; glucose-6-phosphate dehydrogenase-6-phosphogluconolactonase (Plasmodium falciparum 3D7); PfGluPho enzyme, NADPH resazurin-diaphorase fluorescence; inhibition, % at 20 µM; 350,000 compounds, 0.78% hits;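 active = inhibition reaching at least a set limit at 20 µM in the primary screen, cut at about 59% in these data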;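 also: 0% = DMSO wells with substrate and 100% = DMSO wells lacking glucose-6-phosphate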
ATG4B inh: ATG4B protease inhibitors, primary screen, biochemical, fluorescence, uHTS; Cysteine protease ATG4B (Homo sapiens), Q9Y4P1; ATG4B cleavage of LC3-PLA2, NBD-HPC fluorescence, 1 h; inhibition, % at 8.33 µM; 340,000 compounds, 0.51% hits; in the data active = inhibition above about 40%
HKDC1 inhibitor: HKDC1 hexokinase inhibitors, primary screen, biochemical, fluorescence, uHTS; Q2TB90; recombinant HKDC1, G6PDH/diaphorase resazurin coupled fluorescence; inhibition, % at 20 µM; 340,000 compounds, 0.16% hits;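 active = inhibition above about 35% when tested at 20 µM, limit read from the data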;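 also: plate controls were DMSO wells with enzyme for no effect and DMSO wells lacking enzyme for full effect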
Target sequence (Q2TB90 whole entry, looked up): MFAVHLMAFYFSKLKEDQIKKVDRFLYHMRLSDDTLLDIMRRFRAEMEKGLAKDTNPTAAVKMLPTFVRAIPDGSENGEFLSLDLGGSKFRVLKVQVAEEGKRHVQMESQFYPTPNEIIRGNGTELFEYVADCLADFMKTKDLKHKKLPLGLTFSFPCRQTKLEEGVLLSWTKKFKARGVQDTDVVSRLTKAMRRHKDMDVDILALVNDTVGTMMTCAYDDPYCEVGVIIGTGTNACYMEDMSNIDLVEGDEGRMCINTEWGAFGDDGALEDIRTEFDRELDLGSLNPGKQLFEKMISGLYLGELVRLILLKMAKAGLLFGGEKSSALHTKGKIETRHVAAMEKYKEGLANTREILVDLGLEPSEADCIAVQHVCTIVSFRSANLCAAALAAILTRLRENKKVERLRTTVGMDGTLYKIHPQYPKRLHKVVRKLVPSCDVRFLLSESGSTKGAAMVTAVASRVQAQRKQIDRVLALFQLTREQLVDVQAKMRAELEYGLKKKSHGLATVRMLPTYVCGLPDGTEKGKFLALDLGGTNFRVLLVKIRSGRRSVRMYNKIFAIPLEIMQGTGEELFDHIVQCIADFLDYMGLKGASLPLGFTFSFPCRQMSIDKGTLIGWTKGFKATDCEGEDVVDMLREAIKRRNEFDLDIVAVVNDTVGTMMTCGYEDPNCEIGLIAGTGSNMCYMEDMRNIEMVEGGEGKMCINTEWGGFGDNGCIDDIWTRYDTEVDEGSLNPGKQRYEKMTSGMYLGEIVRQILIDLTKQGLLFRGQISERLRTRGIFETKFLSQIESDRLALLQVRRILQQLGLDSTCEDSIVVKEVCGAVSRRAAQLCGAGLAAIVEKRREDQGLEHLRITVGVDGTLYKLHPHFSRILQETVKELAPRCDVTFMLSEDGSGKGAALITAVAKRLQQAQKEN
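Material – in-house recombinant HK5 (HKDC1) enzyme · Quantity – HKDC1 at 5 µg/mL · Buffer or medium – pH 8.0 Tris buffer with 10 mM MgCl2 · Reagent – glucose with 1 mM ATP · Dosing – single 20 µM dose · Times – reaction time 90 min, room temperature, protected from light · Technique – resorufin fluorescence at 613 nm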
hIAP block: human IAP inhibitors, primary screen, biochemical, luminescence, uHTS; Intestinal-type alkaline phosphatase (Homo sapiens), P09923; purified IAP, CDP-Star luminescence, 30 min; inhibition, % at 10 µM; 330,000 compounds, 0.12% hits; AID 2544, 2010;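 active = inhibition reaching a set limit with compound at 10 µM in the primary screen, cut at about 35% in these data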;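 also: plate controls were DMSO wells with enzyme for no effect and no-enzyme buffer wells for full effect; values of inactives mirror those of a sister screen read the other way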
APOBEC3A inh: APOBEC3A ssDNA deaminase inhibitors, primary screen, selectivity assay for APOBEC3G inhibitor project, biochemical, FAM/TAMRA oligo cleavage fluorescence; DNA dC->dU-editing enzyme APOBEC-3A (Homo sapiens), P31941; recombinant A3A, FAM/TAMRA ssDNA deamination fluorescence; inhibition, % at 20 µM; 330,000 compounds, 0.41% hits; AID 493011, 2011;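 active = at least 40% inhibition at 20 µM here, with at most 30% in a related deaminase screen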;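 also: plate controls were A3A with DMSO for no effect and wells lacking A3A enzyme for full effect; some results filed as inactive read as strong as hits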
Target sequence (P31941 whole entry, looked up): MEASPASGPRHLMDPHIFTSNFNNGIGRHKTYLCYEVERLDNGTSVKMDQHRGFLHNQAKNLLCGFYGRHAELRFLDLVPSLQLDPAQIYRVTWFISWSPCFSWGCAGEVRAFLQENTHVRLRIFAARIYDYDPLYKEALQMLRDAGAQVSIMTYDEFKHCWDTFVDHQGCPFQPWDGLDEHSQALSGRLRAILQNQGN
mIAP inh: inhibitors of mouse IAP, primary screen, biochemical, luminescence, uHTS; intestinal alkaline phosphatase [Mus musculus]; purified mouse IAP, CDP-Star luminescence, 30 min; inhibition, % at 10 µM; 330,000 compounds, 0.2% hits; AID 2806, 2010;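 active = inhibition of at least 40% at 10 µM in the primary screen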;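 also: plate controls were DMSO with enzyme for no effect and no enzyme wells for full effect; values of inactives mirror those of a sister screen read the other way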
* hit, by the source's call. This is a random part of the collection; about 2.4% have a hit in one of these screens.

# | ATG4B inh | hIAP block | PfGluPho inh | mIAP inh | APOBEC3A inh | hIAP activ | mIAP activ | HKDC1 inhibitor | SMILES
1 | -3 | 3 | -2 | 4 | 3 | 0.97 | 0.96 | -10 | CCCCn1nnnc1NCc1ccc(OC)c(OC)c1OC
2 | 2 | 0 | -13 | -8 | -1 | 1 | 1.1 | -3 | O=C(Nc1ccccc1F)c1ccc(S(=O)(=O)N2CCCCCC2)cc1
3 | -5 | -20 | -5 | -5 | -6 | 1.2 | 1.1 | -3 | COc1ccc(CNCc2cccc(C)c2)cc1
4 | -9 | -6 | 9 | -9 | -2 | 1.1 | 1.1 | -9 | CN(c1ccccc1)S(=O)(=O)c1ccc(Cl)c(C(=O)OCC(=O)NC2CCS(=O)(=O)C2)c1 (stereo not given)
5 | 1 | -15 | -17 | -1 | 6 | 1.2 | 1 | 4 | Cc1ccc2c(c1)N(C(C)C(=O)NCc1cccs1)C(=O)CO2 (stereo not given)
6 | -34 | 11 | 5 | 2 | -3 | 0.89 | 0.98 | -5 | COc1cc(NC(=O)CSc2nnc(-c3ccncc3)n2C2CCCCC2)ccc1NC(=O)c1ccco1
7 | 2 | -3 | -12 | 0 | 2 | 1 | 1 | 4 | CC1CN(C(=S)NC(=O)c2ccco2)CC(C)O1 (stereo not given)
8 | -5 | 0 | -8 | -3 | -2 | 0.99 | 1 | 2 | Cc1ccccc1NC(=O)CC1S/C(=N/c2nccs2)N(C)C1=O (stereo not given)
9 | 7 | -3 | -12 | 0 | 3 | 1 | 1 | 6 | COc1cc([N+](=O)[O-])ccc1NC(=O)C[n+]1ccccc1
10 | -9 | 4 | 6 | -5 | 0 | 0.96 | 1.1 | -6 | COc1ccccc1OCCC(=O)OCC(=O)Nc1cc(S(=O)(=O)N(C)C)ccc1Cl
11 | -4 | 11 | -7 | -1 | 1 | 0.89 | 1 | -2 | COC(=O)c1sccc1NC(=S)Nc1ccccc1
12 | 30 | -15 | 6 | -12 | -6 | 1.2 | 1.1 | -12 | O=C(NC(=S)NC1CCS(=O)(=O)C1)c1cccs1 (stereo not given)
13 | 19 | 2 | 14 | -30 | -1 | 0.98 | 1.3 | -11 | COc1ccc(-c2nn(-c3ccccc3)cc2/C=N/Nc2ccc3ccccc3n2)cc1OC
14 | 0 | -16 | -7 | 7 | -6 | 1.2 | 0.93 | -5 | Cc1cc(OCC(=O)Nc2ccncc2)ccc1Cl
15 | -1 | -14 | 1 | -18 | -5 | 1.1 | 1.2 | -4 | CCOC(=O)CC(NC(=O)Cn1nnc(-c2ccccc2)n1)c1ccc(OC)cc1 (stereo not given)
16 | -1 | 5 | -4 | 4 | -5 | 0.95 | 0.96 | -4 | COC(=O)C(CC(=O)c1cccc(OC)c1)c1ccc(F)cc1 (stereo not given)
17 | 3 | -24 | -14 | 14 | 1 | 1.2 | 0.86 | -5 | O=C(CSc1nnnn1-c1ccc(Cl)cc1)NNC(=O)c1ccc([N+](=O)[O-])cc1
18 | 9 | 27 | 5 | 0 | -1 | 0.73 | 1 | 14 | NC(=O)c1ccc(Br)c(S(=O)(=O)N2CCCCC2)c1
19 | -5 | 1 | 22 | 9 | -4 | 0.99 | 0.91 | -5 | COc1ccc(NC(=O)c2cccs2)cc1O
20 | 0 | 7 | 10 | -10 | 0 | 0.93 | 1.1 | 6 | COc1ccc(NC(=O)CSc2nc(C)cs2)c(OC)c1
21 | 0 | 0 | 11 | 11 | 7 | 1 | 0.89 | -1 | CC(C)(C)c1cc[n+](-c2[nH]c(=O)sc2/C=N/N=C(\[O-])c2cccnc2)cc1
22 | 6 | 21 | 15 | 3 | -2 | 0.79 | 0.97 | -10 | COc1ccc(/C=C/C(=O)Nc2cc(S(=O)(=O)N3CCCCC3)ccc2N2CCCCC2)cc1OC
23 | 0 | -7 | 9 | 8 | 3 | 1.1 | 0.92 | -13 | Cc1cc(C)nc(SCc2ccc(C(=O)NN=C3CCCC3)cc2)n1
24 | -6 | -11 | 0 | -2 | -5 | 1.1 | 1 | 3 | CCN(CC)S(=O)(=O)c1ccc(/C=C/C(=O)NC2CCCCC2)cc1
25 | 1 | 16 | -4 | 3 | 1 | 0.84 | 0.97 | -9 | CC(C)N(CCn1c(SCC(=O)Nc2cccnc2Cl)nc2ccccc2c1=O)C(C)C

Next section.
# | ATG4B inh | hIAP block | PfGluPho inh | mIAP inh | APOBEC3A inh | hIAP activ | mIAP activ | HKDC1 inhibitor | SMILES
26 | -11 | 10 | 24 | -3 | -4 | 0.9 | 1 | 4 | COC(=O)CSc1nc(N)c2c3c(sc2n1)CCCC3
27 | 0 | 2 | -1 | 1 | -3 | 0.98 | 0.99 | -8 | O=C(CNC(=O)c1cc2ccccc2o1)NCc1cccs1
28 | 0 | 9 | 21 | 4 | -6 | 0.91 | 0.96 | -5 | Cc1cc(=S)cc(C)n1CCCn1ccnc1
29 | 6 | 0 | -11 | -2 | -3 | 1 | 1 | -10 | O=C(OCC(=O)c1cccs1)c1cccc(C(=O)OCC(=O)c2cccs2)n1
30 | -4 | -1 | 4 | -5 | 2 | 1 | 1.1 | -2 | CC1(C)CC(=O)C(C=NCCN2CCN(C3CC(=O)N(c4ccc(F)cc4)C3=O)CC2)=C(O)C1 (stereo not given)
31 | -9 | -12 | -6 | 13 | 5 | 1.1 | 0.87 | -6 | O=C(CSc1nnc(-c2ccccc2F)o1)NC(=O)Cc1ccccc1
32 | 1 | -3 | -18 | 2 | -4 | 1 | 0.98 | 3 | CC(C(=O)O)n1nc(-c2ccccc2)c2ccccc21 (stereo not given)
33 | 1 | 6 | -16 | -7 | 8 | 0.94 | 1.1 | 4 | C=C(C)CC(NCc1ccco1)c1ccc(OC)cc1 (stereo not given)
34 | -15 | 23 | 1 | 3 | -2 | 0.77 | 0.97 | 3 | Cc1ccc(CNC(=O)c2cc3c(=O)n4ccccc4nc3n(CC3CCCO3)c2=N)cc1 (stereo not given)
35 | 16 | -21 | 3 | -15 | 3 | 1.2 | 1.2 | 4 | COc1ccccc1N(CC(=O)Nc1ccc2c(c1)OCCO2)S(=O)(=O)c1ccc(C)cc1
36 | -7 | 10 | -1 | -5 | -4 | 0.9 | 1.1 | 14 | CCOC(=O)C1C(c2ccc(Cl)cc2)NC(=S)NC1(O)C(F)(F)F (stereo not given)
37 | 7 | -15 | 6 | 6 | -6 | 1.1 | 0.94 | 6 | COc1ccc(NC2CCCN(C(=O)CCOc3ccccc3)C2)cc1 (stereo not given)
38 | 9 | -8 | -10 | -5 | -8 | 1.1 | 1.1 | -7 | COc1ccc(S(=O)(=O)N2CCC(C(=O)NCCC(=O)NC3CC3)CC2)cc1
39 | 3 | -35 | -5 | 0 | 0 | 1.3 | 1 | -5 | CC(=O)c1ccc(N2CCN(S(=O)(=O)c3ccc4c(c3)NC(=O)CO4)CC2)cc1
40 | 14 | 9 | 29 | 9 | 2 | 0.91 | 0.91 | 9 | O=[N+]([O-])c1cc(C(F)(F)F)ccc1NCCc1c[nH]c2ccccc12
41 | 11 | 13 | -15 | -6 | -1 | 0.87 | 1.1 | 1 | CC(=O)c1cccc(NC(=O)CN2C(=O)NC(C)(C)C2=O)c1
42 | -25 | 5 | 21 | 14 | -1 | 0.95 | 0.86 | -6 | CCn1nc(NC(=O)c2ccncc2)c2cc3cccc(C)c3nc21
43 | 12 | -14 | -13 | -6 | -4 | 1.1 | 1.1 | 4 | COc1ccc(C(=O)CCC(=O)NC2=NCCS2)cc1
44 | -7 | -7 | -7 | 0 | -2 | 1.1 | 1 | 5 | Cc1ccc2oc(-c3ccc(NC(=O)c4cccnc4)cc3)nc2c1
45 | 4 | 1 | -19 | -9 | -1 | 0.99 | 1.1 | 6 | COCCn1c(=O)[nH]c2cc(C(=O)Nc3nnc(C)s3)ccc21
46 | -1 | 18 | -16 | -1 | 0 | 0.82 | 1 | -1 | CCc1ccc(NC(=O)CCC(=O)c2ccc(C)cc2)cc1
47 | 2 | 6 | -13 | -6 | 2 | 0.94 | 1.1 | -5 | COc1ccc(C(C)=O)cc1CSC(=N)N
48 | -2 | -6 | 4 | 2 | -3 | 1.1 | 0.97 | -3 | O=C(NCC(c1cccnc1)N1CCN(c2ccccc2)CC1)c1ccc2c(c1)OCO2 (stereo not given)
49 | -8 | 5 | 2 | -3 | -5 | 0.95 | 1 | -11 | Cc1cccc(C)c1NC(=S)NCCc1ccccn1
50 | -1 | 16 | 6 | 1 | -5 | 0.84 | 0.99 | -1 | Cc1nnc(NC(=O)c2ccc(Br)o2)s1

(next part)
# | ATG4B inh | hIAP block | PfGluPho inh | mIAP inh | APOBEC3A inh | hIAP activ | mIAP activ | HKDC1 inhibitor | SMILES
51 | 4 | -33 | 21 | -11 | 23 | 1.3 | 1.1 | 9 | Cc1cccc(NC(=O)CSCC(=O)NCc2cccc(C(F)(F)F)c2)c1
52 | -10 | -4 | 21 | -4 | -1 | 1 | 1 | 1 | CN(CC(=O)Nc1ccc(Cl)c(C(F)(F)F)c1)C(=O)c1cc(=O)c2ccccc2o1
53 | -3 | -16 | -16 | -13 | 3 | 1.2 | 1.1 | -6 | CCC(=O)Nc1ccc(/C(C)=N/NC(=O)c2c(Br)c(C)nn2C)cc1
54 | -1 | -14 | -3 | -1 | -2 | 1.1 | 1 | -11 | Cc1ccc(N=C(NO)c2nonc2N)cc1
55 | -8 | 6 | -28 | 1 | 0 | 0.94 | 0.99 | -9 | CCn1cc(CNC(=O)c2cc(Cl)ccc2OC)c(C)n1
56 | -9 | -6 | 28 | -4 | -2 | 1.1 | 1 | 0 | O=C(NCc1ccc(F)cc1)C1CCCN(S(=O)(=O)c2ccc(-n3cnnn3)cc2)C1 (stereo not given)
57 | -4 | 10 | -20 | 9 | 3 | 0.9 | 0.91 | 0 | O=C(Nc1c(F)cc(F)cc1Br)c1cc2nc(C(F)F)cc(C(F)F)n2n1
58 | -3 | -26 | -22 | -6 | 2 | 1.3 | 1.1 | 3 | O=C(CCCn1c(=O)[nH]c2ccsc2c1=O)NC1CCCCC1
59 | 5 | -18 | -18 | -10 | -6 | 1.2 | 1.1 | -4 | N/C(=N\NS(=O)(=O)c1ccccc1Cl)c1ccccn1
60 | -3 | -1 | 5 | -8 | 0 | 1 | 1.1 | -2 | Cc1ccccc1Cn1c(C)cc(C)c(C#N)c1=O
61 | 1 | -8 | 19 | 8 | 0 | 1.1 | 0.92 | -3 | COc1ccc(C(=O)CCc2ccccc2O)c(OC)c1
62 | -3 | 15 | 9 | 7 | -2 | 0.85 | 0.93 | 3 | COC(C(=O)N/N=C/c1ccc(OCC(=O)N2CCOCC2)cc1)c1ccccc1 (stereo not given)
63 | -20 | 4 | 13 | 7 | 2 | 0.96 | 0.93 | -2 | CCc1noc(C)c1C(=O)Nc1cccc(S(=O)(=O)N(C)c2ccccc2)c1

Source: PubChem BioAssay (Sanford-Burnham Center for Chemical Genomics)
